Screens from PubChem BioAssay.
IL1B secr inh: qHTS for Inhibitors of Inflammasome Signaling: IL-1-beta AlphaLISA Primary Screen; THP-1 LPS/ATP IL-1B secretion, AlphaLISA, 16 h; hits give low values; activity change, % at 57.5 µM; 360,000 compounds, 4.7% hits; in the data active = activity change below about -50%; inconclusive = mostly about -30% to -49%; note: % is set by controls: 0 for no effect and ±100 for the full control effect
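Secreted IL-1B measured by AlphaLISA bead assay after 16 h compound exposure of THP-1 cells; compounds (final up to 57.5 uM) added 1 h before LPS (250 ng/mL) and ATP (1.25 mM) stimulation; lower signal means less secretion.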
SW480 rerep: A quantitative high throughput screen for small molecules that induce DNA re-replication in SW480 colon adenocarcinoma cells | SW480 DNA re-replication, Hoechst DNA content imaging, 48 h | Potency, µM (highest dose often 46.1 µM), inactives show at the highest dose re-replication activation, actives largely listed as activators | 340,000 compounds, 1.8% hits | AID 624297, 2012; note: potency is the fitted concentration of half-maximal effect; % of control where 0% means no effect; nearly all actives have a fitted effect of over 55% in size
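Per well, 250 cells were exposed to pinned compound for 48 hr. Nuclear DNA was visualised with Hoechst (40 min, 37 C) and total object intensity recorded by fluorescence scanning.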
HT1080-NT tox: qHTS for induction of synthetic lethality in tumor cells producing 2HG: qHTS for the HT-1080-NT fibrosarcoma cell line. 360,000 compounds, 1.6% hits. HT-1080-NT fibrosarcoma viability, CellTiter-Glo ATP luminescence, 48 h. Potency, µM (titrated, usually from 46.1 µM), for the others: at the top dose activity, negative = less viability, actives largely listed as cytotoxic;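 note: NT is the 2HG producing partner of a matched IDH1 knockdown line; potency is the fitted concentration of half-maximal effect; 0% = DMSO-treated cells and -100% = media-only wells without cells; nearly all actives have a fitted effect of over 55% in size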
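750 cells/well, RPMI + 5% FBS; 2 h settle, compound pin-transfer, 48 h at 37 degrees C. CellTiter-Glo 10 min RT, luminescence. Normalized to DMSO and media-only wells.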
MCF10A rerep: A quantitative high throughput screen for small molecules that induce DNA re-replication in MCF 10a normal breast cells | AID 624296, 2012 | 350,000 compounds, 2.9% hits | Potency, µM (titrated, usually from 46.1 µM), inactives show top-dose activity, positive = re-replication, actives largely listed as activators | MCF 10A DNA re-replication, Hoechst nuclear intensity, 48 h; note: potency is the fitted concentration of half-maximal effect; % of control where 0% means no effect; nearly all actives have a fitted effect of over 50% in size
KB-3-1 tox: qHTS assay for MDR1-selective chemotherapeutics: Primary screen using the parental adenocarcinoma cell KB-3-1; Potency, µM (series often up to 46.1 µM), for inactives: at the top dose activity change, negative = cytotoxic, hits mostly cytotoxic; 400,000 compounds, 1.4% hits; KB-3-1 viability, CellTiter-Glo ATP luminescence, 72 h; note: potency is the fitted concentration of half-maximal effect; % is set by controls: 0 for no effect and ±100 for the full control effect; nearly all actives have a fitted effect of over 60% in size
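Using CellTiter-Glo luminescence, growth of non-resistant KB-3-1 adenocarcinoma cells is assessed 72 h after pin-tool compound addition at 37 °C. Normalized responses across the concentration series yield fitted curves.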
HepG2 viability: qHTS for Inhibitors of TGF-b: Cytotox Counterscreen; 410,000 compounds, 0.76% hits; Potency, µM (highest dose often 46.1 µM), without a hit: at the top dose activity change, negative = cytotoxicity, most hits filed as cytotoxic; HepG2 CAGA-GFP viability, ATP luminescence, 18 h; AID 588856, 2011; note: potency is the fitted concentration of half-maximal effect; some results filed as inactive show a strong effect at the top dose
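HepG2 CAGA-GFP cells (1000/well, DMEM with 1% FBS) received compound, then TGF-beta at 500 pg/mL final, and were incubated 18 hours at 37 degrees C. Viability was read by CellTiter-Glo luminescence. Media-only wells were set as complete cell-killing and DMSO as no toxicity.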
HT1080 IDH1KD tx: qHTS for induction of synthetic lethality in tumor cells producing 2HG: qHTS for the HT-1080-IDH1KD cell line; AID 686971, 2013; HT-1080 IDH1 knockdown viability, ATP luminescence, 48 h; Potency, µM (titrated, usually from 46.1 µM), inactives show at the highest dose activity, negative = toxicity, most hits filed as cytotoxic; 360,000 compounds, 2% hits;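 note: potency is the fitted concentration of half-maximal effect; 0% = DMSO wells and -100% = cell-free medium wells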
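Viability of IDH1-knockdown HT-1080 fibrosarcoma cells was assessed by CellTiter-Glo after 48 h at 37 °C with titrated compound; concentration-effect curves were classified by fit quality and response size.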
ATXN viability: Viability Counterscreen for Primary qHTS for Inhibitors of ATXN expression. S2 cells (HEK-293 line with an ATXN2-luciferase reporter) viability, CellTiter-Fluor protease fluorescence, 24 h. Potency, µM (doses to about 56.7 µM), hits mostly cytotoxic. 400,000 compounds, 0.49% hits. AID 651635, 2014; note: potency is the fitted concentration of half-maximal effect; nearly all actives have a fitted effect of over 40% in size
ATXN2 expr inh: Primary qHTS for Inhibitors of ATXN expression; HEK-293 ATXN2-luciferase reporter, luminescence, 24 h; Potency, µM (highest dose often 57 µM), for inactives: at the top dose activity change, negative = inhibition, usual class: inhibitors; 360,000 compounds, 0.72% hits; note: potency is the fitted concentration of half-maximal effect; % is set by controls: 0 for no effect and ±100 for the full control effect; nearly all actives have a fitted effect of over 55% in size
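qHTS (up to 57 uM final) was run with 24 h compound exposure of reporter cells at 37 °C. Each well was multiplexed: SteadyGlo luminescence measured ATXN2-luciferase expression after a fluorogenic Gly-Phe-AFC viability readout (25 uM final).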
Starred values were filed as active, the others as inactive; i = inactive; ? = inconclusive; · = no result given; [ ] = remark or other dose. Unless noted, calls come from the whole dose curve; as a rule, active = well fitted curve in the direction sought with a large enough effect; inconclusive = small, poorly fitted or top-dose-only effect, or another doubt; inactive = no such curve, though single readings can be large; an effect the other way counts as inactive or inconclusive.

SMILES	IL1B secr inh	SW480 rerep	HT1080-NT tox	MCF10A rerep	KB-3-1 tox	HepG2 viability	HT1080 IDH1KD tx	ATXN viability	ATXN2 expr inh
Cc1ccc(N(CC(=O)N2CCN(c3ccccc3)CC2)S(=O)(=O)c2c(C)noc2C)cc1	·	·	·	·	13.7%	-2.0%	·	i	-0.2%
CCCCNC(=O)C1(C)CCC(=O)N1CC(F)(F)F (stereo not given)	13.1	·	?	·	0.1%	9.3%	9.0%	?	3.3%
c1ccc(-c2nnc(CSc3nnc(-c4ccncc4)n3Cc3ccco3)o2)cc1	1.4	0.2%	-4.6%	4.5%	4.2%	-0.7%	-17.7%	i	-13.0%
Cc1sc2nc(SCC(=O)N3CCOCC3)[nH]c(=O)c2c1-c1ccccc1	-14.0	5.3%	-2.3%	-2.9%	·	-0.8%	13.8%	i	8.4%
O=C(N/N=C/c1ccccn1)c1ccc(NC(=O)c2cccc([N+](=O)[O-])c2)cc1	4.0	-2.8%	-14.1%	?	?	-19.2%	-15.7%	i	15.9%
CCC1CCCN1Cn1cnc2c([nH]c3ccccc32)c1=O (stereo not given)	-0.6	-9.3%	11.8%	2.7%	18.8%	6.3%	20.3%	i	6.1%
O=C(O)C(F)=C(c1ccccc1)c1ccccc1	0.0	0.4%	0.0%	-2.5%	-4.7%	-13.6%	-0.1%	i	0.0%
Cc1noc(C)c1CCC(=O)N1CCCC(CCC(=O)NCc2ccccc2F)C1 (stereo not given)	-5.9	221.7%	4.5%	-12.1%	-5.2%	-5.3%	17.1%	i	7.8%
C/C(=N/Nc1nc(C)cc(C)n1)c1ccc(Br)cc1	1.6	?	-9.5%	-7.3%	-5.0%	-37.8%	-20.1%	?	?
O=C(CCn1c(=O)oc2ccccc21)NCc1cccs1	0.0	?	6.8%	20.6%	1.4%	4.7%	-2.5%	i	3.4%
Cc1ccc(C(=O)CN2C(=O)NC3(CCOc4ccccc43)C2=O)s1 (stereo not given)	9.1	-8.3%	-6.5%	-9.6%	14.7%	2.5%	-0.5%	i	·
O=C(O)CCc1ccc(-c2ccccc2)n1-c1cccc(C(=O)O)c1	-12.4	-7.1%	1.0%	3.8%	5.1%	-28.1%	2.0%	i	·
COc1ccc(-c2cc(C(=O)N3CCN(S(=O)(=O)c4ccccc4)CC3)[nH]n2)cc1	-27.4	18.7%	-1.3%	0.7%	1.2%	6.9%	-8.0%	i	5.7%
O=C(C1CCN(S(=O)(=O)c2cccc3nonc23)CC1)N1CCN(c2cccc(Cl)c2)CC1	·	·	·	·	-6.8%	-6.6%	·	?	-16.8%
Cc1ccc(C)c(NC(=O)c2ccc(S(=O)(=O)N(C)CC3CCCO3)cc2)c1 (stereo not given)	-10.0	-2.9%	-3.6%	8.5%	-0.6%	-0.5%	-10.8%	i	-6.6%
CCn1cc(C(=O)Nc2ccc(Cl)cc2Cl)cn1	-10.2	-1.5%	17.9%	-0.7%	6.5%	5.4%	7.9%	i	29.8%
CS(=O)(=O)N(Cc1ccc(Cl)cc1)c1ccc(C(=O)NCCC2=CCCCC2)cc1	25.0	-4.8%	-0.4%	?	0.8%	3.4%	-2.6%	i	?
COc1cccc(C(=O)Oc2cc3c4c(c2)C(C)=CC(C)(C)N4C(=O)C3=O)c1	28.8	4.11µM*	7.08µM*	?	5.4%	-2.0%	4.47µM*	?	-7.5%
C#CCN1C(=O)S/C(=C\c2ccc(-c3ccc(Cl)c(C(=O)O)c3)o2)C1=O	-3.0	-1.0%	3.0%	27.3%	1.5%	-2.8%	3.8%	i	·
CCOCCCn1c(SCC(=O)N2CCOCC2)nc2ccccc2c1=O	-4.5	-12.7%	4.7%	-14.6%	11.6%	-16.9%	2.4%	i	18.9%
CC(SCc1ccccc1)C(=O)Nc1ccccc1F (stereo not given)	-1.8	0.1%	2.2%	7.1%	0.2%	-7.0%	4.4%	i	·
CCOc1ccc(CCN2C(=O)C(=O)N([C@@H](Cc3ccccc3)CN3CCC[C@H]3CN3C(=O)C(=O)NC[C@@H]3CC(C)C)C[C@@H]2Cc2ccc(O)cc2)cc1	-53.0*	·	?	·	?	·	?	?	?
O=c1cc2c(c(-c3ccccc3)n1Cc1ccccc1)[C@@H](CCO)NC2	10.4	-3.3%	0.7%	?	0.0%	3.7%	6.0%	i	12.7%
CCOc1ccc(CN(C)CC(=O)Nc2ccc(N3CCOCC3)cc2)cc1OC	14.4	-3.5%	4.4%	-7.0%	18.9%	21.2%	10.4%	i	6.1%
Cc1ccc(NC(=O)Cn2c(=O)n(CCCCC(=O)NCc3ccco3)c(=O)c3ccccc32)cc1	-17.5	14.5%	0.0%	16.5%	-0.3%	-1.5%	0.6%	i	8.7%
COCCCN1C(=O)c2ccc(C(=O)OCC(=O)NCc3cccc(OC)c3)cc2C1=O	12.2	-5.1%	10.5%	-3.5%	3.7%	8.7%	6.6%	?	2.2%
CN1CCC(Oc2ccccc2Sc2ccc(C(F)(F)F)cc2)CC1	16.4	?	-4.1%	8.2µM*	3.5%	-22.5%	-5.2%	i	-19.9%
CCOc1ccccc1C1C(C(N)=O)=C(C)Nc2nc(-c3cccc(C)c3)nn21 (stereo not given)	-15.6	1.7%	-6.3%	0.3%	-3.3%	-8.9%	-4.7%	i	-21.5%
CCn1c(C)cc2c(c1=O)C(c1ccccc1Br)C(C#N)=C(N)O2 (stereo not given)	-14.3	-1.4%	12.4%	1.3%	?	-7.1%	0.9%	i	9.6%
CC(=O)Nc1ccc(Nc2ccc(N3C(=O)CCCC3=O)cc2[N+](=O)[O-])cc1	4.3	0.6%	7.0%	-1.4%	15.2%	0.1%	12.3%	i	7.3%
O=C(CN1CCN(c2ccc(C(F)(F)F)cn2)CC1)Nc1ccc2c(c1)OCO2	8.2	-15.5%	17.2%	-0.5%	-10.8%	2.7%	17.7%	i	-13.2%
CCCN1CCN(C(=O)c2nn(-c3ccc(OC)cc3)c(=O)c3c2c2ccccc2n3C)CC1	53.8	-4.1%	-0.1%	-1.5%	0.6%	-4.4%	8.1%	i	·
COc1cc2oc(=O)c(CC(=O)NCCc3ccccc3)c(C)c2cc1Cl	·	·	·	·	13.6%	-3.4%	·	i	5.6%
Cn1cnc(S(=O)(=O)N2CCCC(c3cc(C(=O)Nc4ccc(F)c(Cl)c4)no3)C2)c1 (stereo not given)	-10.1	·	?	·	-0.9%	-22.2%	?	?	-10.0%
O=C(Nc1ccc(OC(F)(F)F)cc1)C1CCCN(C(=O)c2ccc(Cl)cc2)C1 (stereo not given)	-28.1	-1.5%	-25.0%	2.5%	?	-27.8%	-21.5%	i	-31.3%
O=C(C1CCC(=O)N(C2CC2)C1)N1CCN(c2cccc(Cl)c2)CC1 (stereo not given)	-13.9	1.8%	8.5%	-3.5%	8.6%	4.0%	4.6%	i	-14.4%
COCCn1c(=O)[nH]c2cc(C(=O)Nc3cc(C)cc(C)c3)ccc2c1=O	-0.8	-13.8%	-26.8%	-13.9%	14.9%	-18.8%	-16.1%	i	-36.1%
Cc1c2c(c(C)n1C)C(C(=O)NC1CCCCC1)N(Cc1ccccc1)C2=O (stereo not given)	-13.0	-0.8%	11.4%	-1.3%	-0.9%	-22.7%	13.8%	i	-2.6%
Cc1ccc(Sc2c(C)nn(C(C)(C)C)c2OC(=O)CC(C)C)cc1	·	·	·	·	-5.9%	-7.9%	·	i	-13.6%
S=C(NCc1ccccn1)Nc1ccc(Cl)cc1Cl	-14.0	-19.4%	4.2%	-1.5%	0.0%	7.1%	2.3%	i	48.0%[activator]
O=C(Nc1ccc(Br)c2cccnc12)c1ccc(Cn2cc(Cl)cn2)o1	26.0	-9.9%	4.6%	3.6%	1.9%	-1.3%	6.2%	i	8.8%
COc1cc(/C=C/c2ccc3cccc(O)c3n2)cc(OC)c1OC	-102.2*	17.3%	8.2µM*	?	?	-13.3%	6.51µM*	?	15.8µM*
CCCCN(C(=O)c1ccc(C)o1)c1c(N)n(CC(C)C)c(=O)[nH]c1=O	-17.8	8.2%	0.8%	-6.7%	17.9%	0.0%	6.8%	i	-2.1%

Some of these compounds in order of heavy-atom count, lowest first:
SMILES	IL1B secr inh	SW480 rerep	HT1080-NT tox	MCF10A rerep	KB-3-1 tox	HepG2 viability	HT1080 IDH1KD tx	ATXN viability	ATXN2 expr inh
O=C(C1CCC(=O)N(C2CC2)C1)N1CCN(c2cccc(Cl)c2)CC1 (stereo not given)	-13.9	1.8%	8.5%	-3.5%	8.6%	4.0%	4.6%	i	-14.4%
O=C(Nc1ccc(Br)c2cccnc12)c1ccc(Cn2cc(Cl)cn2)o1	26.0	-9.9%	4.6%	3.6%	1.9%	-1.3%	6.2%	i	8.8%
COCCn1c(=O)[nH]c2cc(C(=O)Nc3cc(C)cc(C)c3)ccc2c1=O	-0.8	-13.8%	-26.8%	-13.9%	14.9%	-18.8%	-16.1%	i	-36.1%
O=C(Nc1ccc(OC(F)(F)F)cc1)C1CCCN(C(=O)c2ccc(Cl)cc2)C1 (stereo not given)	-28.1	-1.5%	-25.0%	2.5%	?	-27.8%	-21.5%	i	-31.3%
